TDP1 cell CPT: growth inhibition of DT40 Tdp1-/-;hTDP1 cells with camptothecin (screen for TDP1 inhibitors); chicken DT40 Tdp1-/-;hTDP1 cells + 20 nM CPT, ATP luminescence, 48 h; Potency, µM (top dose mostly 46.2 µM), for inactives: at the top dose activity change, negative = growth inhibition, usual class: inhibitors; hit rate 12% among 420,000; further: nearly all actives have a fitted effect of over 55% in size
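Cell growth measured by CellTiter-Glo luminescence after a minimum 48 h, 37 C compound exposure with 20 nM CPT in Tdp1-knockout DT40 cells stably expressing hTDP1, seeded 400/well; qHTS titration format.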
GCN5L2 inh: blocks human GCN5L2 histone acetyltransferase; Q92830; GCN5L2 HAT assay, ThioGlo1 CoA-SH fluorescence; Potency, µM (top dose mostly 58.9 µM), without a hit: at the highest dose activity change, negative = inhibition, most hits filed as inhibitors; hit rate 0.21% among 390,000
Target sequence (Q92830 whole entry, looked up): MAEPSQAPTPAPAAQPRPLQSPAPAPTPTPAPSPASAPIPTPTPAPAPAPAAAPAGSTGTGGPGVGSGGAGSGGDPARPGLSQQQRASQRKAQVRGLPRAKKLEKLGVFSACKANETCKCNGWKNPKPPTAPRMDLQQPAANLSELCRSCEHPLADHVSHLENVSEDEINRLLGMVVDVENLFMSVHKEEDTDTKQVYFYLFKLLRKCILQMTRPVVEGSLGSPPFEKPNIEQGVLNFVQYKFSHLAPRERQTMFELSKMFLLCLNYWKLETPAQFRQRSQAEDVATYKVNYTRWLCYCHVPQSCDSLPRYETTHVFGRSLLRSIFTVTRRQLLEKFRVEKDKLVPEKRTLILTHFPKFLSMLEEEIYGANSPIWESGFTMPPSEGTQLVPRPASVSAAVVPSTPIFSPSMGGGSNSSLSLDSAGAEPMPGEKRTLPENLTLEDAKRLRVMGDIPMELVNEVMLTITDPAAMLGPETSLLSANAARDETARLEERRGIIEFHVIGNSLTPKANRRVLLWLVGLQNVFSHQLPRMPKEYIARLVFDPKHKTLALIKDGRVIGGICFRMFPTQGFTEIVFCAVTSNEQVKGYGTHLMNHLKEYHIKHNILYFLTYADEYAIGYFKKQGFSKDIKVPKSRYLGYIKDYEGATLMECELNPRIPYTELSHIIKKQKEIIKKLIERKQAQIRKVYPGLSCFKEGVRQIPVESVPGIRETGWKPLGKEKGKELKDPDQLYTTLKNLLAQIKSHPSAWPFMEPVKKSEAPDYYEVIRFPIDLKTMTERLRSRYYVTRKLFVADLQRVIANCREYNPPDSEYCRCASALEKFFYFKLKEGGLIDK
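GCN5L2 (20 nM) in 50mM HEPES pH 7.5, 0.1mM EDTA, 0.01% Tween-20 preincubated 15 min with compounds at room temperature. Reaction started with H3(1-25) 75uM, acetyl-CoA 70uM, ThioGlo1 50uM; CoA-thiol fluorescence (Ex340/Em540) read at 0 and 20 min.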
TDP1 cell noCPT: qHTS for Inhibitors of human tyrosyl-DNA phosphodiesterase 1 (TDP1): qHTS in cells in absence of CPT | DT40 Tdp1-/- hTDP1 cells, no CPT, ATP luminescence, 48 h | Potency, µM (doses to about 46.2 µM), without a hit: at the highest dose activity change, negative = growth inhibition, most hits filed as inhibitors | hit rate 15% among 420,000 | AID 686978, 2013; further: nearly all actives have a fitted effect of over 55% in size
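Seeded 400 DT40-hTDP1 cells/well (vehicle DMSO, no 20 nM CPT); pinned compounds; ≥48 hr at 37 °C; CellTiter-Glo luminescence as viability measure.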
* hit, by the source's call; ? = inconclusive; nt = not tested or not shown. The call rests on the fitted dose curve; in most records, active means well fitted curve in the direction sought with a large enough effect; inconclusive means small, poorly fitted or top-dose-only effect, or another doubt; inactive means no such curve, though single readings can be large; an effect the other way counts as inactive or inconclusive. On the % scale 0 is the no-effect control and ±100 the full control effect; potency means the concentration at half of the fitted maximal effect.

SMILES	TDP1 cell CPT	GCN5L2 inh	TDP1 cell noCPT
CC(=O)c1cccc(N2C(=NC(=O)C3CC3)SC3CS(=O)(=O)CC32)c1 (centres undefined)	3%	-14%	6%
COc1ccc2cc(CCNC(=O)c3ccco3)c(=O)[nH]c2c1	3%	-4%	-5%
O=C(O)c1c[nH]c2cc(C(F)(F)F)ccc2c1=O	-10%	-15%	?
COc1ccc2nc3n(c(=O)c2c1)-c1ncccc1C(=O)NC3C (centres undefined)	4%	nt	?
Cc1ccc(NCC2(N=Cc3ccccc3)OC(CO)C(O)C2O)cc1 (centres undefined)	?	nt	?
COc1cc2c(NC3CCN(C)CC3)nc(N3CCCCC3)nc2cc1OCCOCCN(C)C	11µM*	nt	?
O=S(=O)(/N=C(/Nc1cc(N2CCOCC2)ncn1)c1ccccc1)c1ccccc1	-20%	-3%	-18%
CN(C)CCNC(=O)c1cccc(-c2cnc3c(NC=O)cc(-c4ccc(C(=O)N5CCOCC5)cc4)cn23)c1	-1%	nt	12%
COc1ccc(C(=O)COC(=O)C2COc3ccccc3O2)c(OC)c1 (centres undefined)	?	nt	2%
CCOC(=O)C1=C(C)Nc2ccccc2N=C1NC(=O)/C=C/c1ccc(OC)cc1OC	5%	-21%	5%
Cc1nn(C)c2c1c(-c1ccccc1)cc(=O)n2C(C)C(=O)NCCc1ccc(Cl)cc1 (centres undefined)	?	-11%	?
CC(=O)N1CCC(=NNC(=O)CSc2cc(C)c(Br)cc2C)CC1	-20%	-1%	-25%
Cc1cc(F)ccc1S(=O)(=O)N1CCCOC1CNC(=O)C(=O)NC1CC1 (centres undefined)	7%	-6%	-10%
CCCCn1c(N)c(N(CC)C(=O)Cc2ccc(S(=O)(=O)N3CCOCC3)s2)c(=O)[nH]c1=O	1%	-3%	-16%
CCOCCCn1c(=N)c(C(=O)NCc2ccccc2)cc2c(=O)n3ccccc3nc21	-19%	-6%	?
Cc1ccc(S(=O)(=O)N(C)c2ccc(C(=O)Nc3ccccn3)cc2)cc1	6%	-2%	-12%
COc1ccc(-c2cccc(NS(=O)(=O)c3ccc(C)s3)c2)nn1	15µM*	-5%	16µM*
COc1cc(NC(=O)CSc2nc3nc(C)c(Cc4ccc(C)cc4)c(C)n3n2)cc(OC)c1	?	-14%	8.2µM*
O=C(N/N=C/c1ccccc1C(=O)O)c1ccc(COc2cccc3cccnc23)cc1	-5%	-11%	-4%
CC(=O)Nc1ccc(NC(=O)C(NC(=O)C2CCC(C)CC2)C(C)C)cc1 (centres undefined)	-11%	0%	-16%
CS(=O)(=O)Nc1ccc(C2=NN(C(=O)c3cccc(F)c3)C(c3cccs3)C2)cc1 (centres undefined)	?	1%	?
O=C(Nc1ccccc1C(=O)OCc1cc(=O)n2nc(C3CC3)sc2n1)c1cccc(Cl)c1	-10%	-8%	-12%
Cc1ccc(S(=O)(=O)N2CCC(=O)CC2)cc1	-13%	2%	15%
CC(NC(=O)Nc1ccc2c(c1)OCO2)C1CCCO1 (centres undefined)	-10%	-5%	-4%
COc1cccc(-c2ncc3ccccc3c2CO)c1	5%	-2%	9%
Cc1ccc(NC(=O)C(Cc2c[nH]c3ccccc23)NC(=O)OCC(C)C)cc1 (centres undefined)	18µM*	-6%	23µM*
COc1ccccc1/C=C/c1nc(C#N)c(NCCc2ccccc2)o1	?	-10%	16µM*
Cc1ccc(NC(=O)C2CCCN(c3nc4ccccc4s3)C2)c(C)c1 (centres undefined)	-27%	1%	-27%
C(=N\Nc1cc(N2CCCCC2)ncn1)/c1ccco1	-11%	-8%	-28%
O=C(COc1ccc2oc3c(c2c1)CCCC3)Nc1ccc(Br)cc1	15µM*	-2%	?
Cc1ncc(CSc2nc3ccccc3[nH]2)c(N)n1	6%	1%	-2%
O=C(NCCN1C(=O)S/C(=C/c2cccnc2)C1=O)c1ccc(S(=O)(=O)N2CCCC2)cc1	-24%	nt	?
COc1ccccc1CNc1nc(-c2ccco2)nn1C(=O)c1cc(OC)c(OC)c(OC)c1	-22%	-16%	-19%
CCCNC(=O)C1(C)CCN(Cc2ccc(C(=O)OCC)cc2)C1 (centres undefined)	?	nt	16µM*
COc1ccccc1-c1cc(C(=O)Nc2cc(OC)c(OC)c(OC)c2)no1	0.52µM*	-8%	0.65µM*
Cc1ccc(S(=O)(=O)N2[C@H](CC(=O)c3ccccc3)OC[C@@H]2C(C)C)cc1	?	nt	?
Cc1ccc(-c2nnc(CSc3nnc(COc4ccccc4)n3-c3ccccc3)o2)cc1	?	-9%	?
CCCn1nc(NC(=O)c2cccs2)c2cc3cc(C)ccc3nc21	?	-8%	16µM*
CCCCNC(=O)C1CCC(CNS(=O)(=O)c2c(C)cc(C)cc2C)CC1 (centres undefined)	?	0%	?
CCN1CCN(CCCCOc2ccccc2F)CC1	-15%	-8%	-12%
CCOC(=O)C1=C(CC)Nc2ccccc2N=C1NC(=O)c1cc(C)on1	-23%	-1%	?
Cc1nc(NC(=O)COC(=O)c2cccs2)c(Cl)cc1Cl	-10%	-11%	-3%
CC(=O)N1NC(=Nc2ccccc2)SC1(C)C	?	14%	16µM*
COc1cc(-c2nccc3cc4c(cc23)OCO4)cc(OC)c1OC	5.8µM*	nt	4.6µM*
NC1=NC[C@H](Cc2ccc(O)cc2)N1CCC12CC3CC(CC(C3)C1)C2	8.2µM*	2%	?
CCOC(=O)c1ccc(NC(=S)Nc2ccc(C)cc2)cc1	1%	-5%	?
CC(O)(c1cccc(F)c1)c1nc(-c2ccccc2)cs1 (centres undefined)	21µM*	nt	18µM*
Cc1noc(NS(=O)(=O)c2ccc(NC(=O)C(C)C)cc2)c1C	5%	-17%	0%
CN(CC(=O)N1CCN(c2ccccc2)CC1)S(=O)(=O)c1cccs1	-3%	-4%	-22%
COC(=O)[C@@]12C[C@@H](CC(=O)NCC3CCCCC3)C(=O)N(CCc3ccc(OC)c(OC)c3)C1=CCC(C)(C)C2	?	nt	?
CC(C)c1ccc(NC(=O)CSc2nc(=O)n(CCN3CCOCC3)c3c2CCC3)cc1	-16%	?	-13%
COc1ccccc1C(=O)NC(=O)CSc1nnnn1C	-21%	0%	3%
CN(C)c1ccc(NC(=O)c2sc(SCC(=O)Nc3nccs3)nc2N)cc1	?	-3%	16µM*
CC(NNC(=S)N1CCCCCC1)c1ccc2ccccc2n1 (centres undefined)	0.0082µM*	nt	0.0082µM*
CCCS(=O)(=O)N1CC(=O)N(c2cc(C)cc(C)c2)C(C)(C(=O)NC2CCCCCC2)C1 (centres undefined)	-12%	-6%	-17%
C=CCN1C(=O)/C(=C\c2cccc(OC(=O)c3ccco3)c2)SC1=S	-10%	-6%	-30%
COc1ccc(C(=O)Nc2cccc(S(=O)(=O)NC3=NCCCCC3)c2)cc1	-28%	-2%	-27%
CC(O)C(NS(=O)(=O)c1ccc(Cl)cc1)C(=O)OCc1cc([N+](=O)[O-])cc2c1OCOC2 (centres undefined)	?	0%	?
Cc1ccc(C)c(OCCn2cc(C(=O)O)c3ccccc32)c1	-22%	-3%	-18%
Cc1cc(C)c2c(N)c(C(=O)Nc3ccccc3Br)sc2n1	-29%	-1%	-17%

Gathered by group: the compounds so far with a COOH group.
SMILES	TDP1 cell CPT	GCN5L2 inh	TDP1 cell noCPT
O=C(O)c1c[nH]c2cc(C(F)(F)F)ccc2c1=O	-10%	-15%	?
O=C(N/N=C/c1ccccc1C(=O)O)c1ccc(COc2cccc3cccnc23)cc1	-5%	-11%	-4%
Cc1ccc(C)c(OCCn2cc(C(=O)O)c3ccccc32)c1	-22%	-3%	-18%

Random excerpt: three compounds from above
SMILES	TDP1 cell CPT	GCN5L2 inh	TDP1 cell noCPT
CC(NNC(=S)N1CCCCCC1)c1ccc2ccccc2n1 (centres undefined)	0.0082µM*	nt	0.0082µM*
Cc1noc(NS(=O)(=O)c2ccc(NC(=O)C(C)C)cc2)c1C	5%	-17%	0%
COc1cc(-c2nccc3cc4c(cc23)OCO4)cc(OC)c1OC	5.8µM*	nt	4.6µM*

The list goes on:
SMILES	TDP1 cell CPT	GCN5L2 inh	TDP1 cell noCPT
Cc1nc2ccc(NC(=O)C3(C)CCCN(C(C)C)C3)cc2o1 (centres undefined)	-14%	nt	-18%
CCc1ccc(NC(=O)c2sc3nc4c(cc3c2N)CN(CC)CC4)cc1	23µM*	-7%	18µM*
CCCCc1nc(SCC(=O)Nc2ncccn2)n[nH]1	-2%	0%	1%
COc1ccc(NS(=O)(=O)c2ccc(N3CCOCC3)c(NC(=O)/C=C/C(=O)O)c2)cc1	-24%	nt	-24%
CCCCC1CCC(C(=O)Nc2ccc(S(=O)(=O)Nc3nccs3)cc2)CC1 (centres undefined)	-4%	-3%	-29%
Cc1ccn2c(C(=O)N/N=C\c3cccs3)c(C)nc2c1	-11%	-1%	-20%
N#Cc1ccc(OCC(=O)OCC(=O)Nc2ccc(N3CCOCC3)cc2)cc1	-13%	-1%	-14%
O=C(NCCN1CCCCCC1)C1CC(=O)N(CCc2ccccc2)C1 (centres undefined)	7%	?	-15%
COc1ccc(OCC(=O)NN2Cc3ccccc3C2=N)cc1	-7%	-8%	-5%
CC(=O)N1CCCc2ccc(NS(=O)(=O)c3ccc(C)cc3)cc21	?	1%	26µM*
S=C(Nc1ccc(Cl)cc1)N(CCCN1CCOCC1)Cc1ccco1	20%	-1%	-4%
O=[N+]([O-])c1ccc(N/N=C2\CC3CC=CC23)cc1 (centres undefined)	23µM*	-6%	?
OCCN(CCO)c1ccc(/C=C/c2ccnc3ccccc23)cc1	8.9µM*	nt	14µM*
COc1cccc(OC)c1C(=O)OCC(=O)NCc1ccco1	4%	-3%	3%
O=C(CNC(=O)C1COc2ccccc2O1)N/N=C\c1cccc(O)c1 (centres undefined)	8%	-3%	4%
COC(=O)c1ccccc1-c1ccc(/C=N/NC(N)=O)o1	-4%	-4%	-18%
O=S(=O)(c1ccc2ccccc2c1)n1nc(-c2ccco2)nc1NCc1ccc(F)cc1	1%	-6%	-27%
CCOC(=O)C1(C)C=C(Nc2ccccc2)C(=O)N1c1ccccc1 (centres undefined)	?	-5%	?
c1ccc(-c2nnnn2-c2ccccc2)cc1	6%	-27%	21%
COc1ccccc1CNC(=O)c1cc(-c2ccc(F)cc2C)n[nH]1	?	nt	?

Compounds listed so far with a nitro group on carbon, in the order listed:
SMILES	TDP1 cell CPT	GCN5L2 inh	TDP1 cell noCPT
CC(O)C(NS(=O)(=O)c1ccc(Cl)cc1)C(=O)OCc1cc([N+](=O)[O-])cc2c1OCOC2 (centres undefined)	?	0%	?
O=[N+]([O-])c1ccc(N/N=C2\CC3CC=CC23)cc1 (centres undefined)	23µM*	-6%	?

Later entries
SMILES	TDP1 cell CPT	GCN5L2 inh	TDP1 cell noCPT
CN(C(=O)c1ccc(OC2CCN(Cc3ccccn3)CC2)cc1)C1CCCCC1	?	-14%	-12%
Cc1ccc(/C=N/NC(=O)c2ccc(NC(=O)c3ccccc3Cl)cc2)o1	7%	-6%	-15%
COCCNC(=O)CSc1nc2cc(OC)c(OC)cc2c(=O)n1CCC1=CCCCC1	-15%	-1%	-18%
Cc1ccn2cc(CCNC(=O)COc3ccccc3)nc2c1	?	2%	?
CCc1nc2ccc(C(=O)NCCCN3CCCC3=O)cn2c1N(C)Cc1ccc(OC)cc1	16µM*	nt	?
CCc1ccc(N2C(=O)CN(CC(=O)OC)C2=S)cc1	-21%	0%	16%
CCN(c1ccccc1)S(=O)(=O)c1ccc(OC)c(NS(=O)(=O)c2cccs2)c1	-3%	2%	0%
CCn1nccc1NC(=O)c1csc([C@@H]2C[C@H](O)[C@@H](CO)O2)n1	11%	nt	0%
CC1(C)CC(=O)C=C(NC2CC(C)(C)NC(C)(C)C2)C1	-12%	-1%	0%
CC(=O)Nc1ccc(OCC(=O)NCc2ccc3c(c2)OCO3)cc1	4%	-10%	-4%
O=C(CN1CCN(c2ccc(F)cc2)CC1)Nc1ccc(F)c(F)c1	-1%	1%	?
Cc1ccccc1OCC(=O)N(Cc1ccco1)c1c(N)n(Cc2ccccc2)c(=O)[nH]c1=O	-18%	-4%	-13%
O=S(=O)(Nc1nc(-c2sccc2Cl)cs1)c1cc(Cl)ccc1Cl	-22%	?	-22%
CC1(C)Cc2ccccc2-c2nc3ccccc3c(=O)n21	?	-9%	12µM*
COc1ccc(C#Cc2ccc3c(c2)c(=O)c2ccccc2n3C)cc1	?	-1%	18µM*
O=C(CC1C(=O)NCCN1C(=O)Nc1ccccc1)Nc1ccc2c(c1)OCO2 (centres undefined)	-10%	1%	-13%

Not all compounds are listed; count on the stated rates, not on these rows.
